A3A deaminase: inhibitors of human APOBEC3A DNA deaminase; inhibition, % at 20 µM; 330,000 tested, 0.41% active; recombinant A3A, FAM/TAMRA ssDNA deamination fluorescence; AID 493011;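 active = at least 40% inhibition at 20 µM here, with at most 30% in a related deaminase screen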;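 note: plate controls were A3A with DMSO for no effect and wells lacking A3A enzyme for full effect; some results filed as inactive read as strong as hits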
Target sequence (P31941 whole entry, looked up): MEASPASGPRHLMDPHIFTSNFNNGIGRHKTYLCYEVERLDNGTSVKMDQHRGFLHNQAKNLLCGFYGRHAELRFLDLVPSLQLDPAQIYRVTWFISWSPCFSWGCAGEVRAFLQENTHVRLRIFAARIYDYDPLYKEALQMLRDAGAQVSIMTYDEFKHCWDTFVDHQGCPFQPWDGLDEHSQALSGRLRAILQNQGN
MPTP block: inhibitors of mitochondrial permeability transition pore; isolated mouse mitochondria, Ca2+ swelling absorbance, 30 min; inhibition, % at 10 µM; 360,000 tested, 1.4% active; AID 602449;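 active = inhibition of 50% or more, scaled per plate between neutral and stimulator controls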;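 note: 0% = DMSO wells given calcium and 100% = 1 mM EGTA wells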
mIAP block: mouse IAP inhibition; purified mouse IAP, CDP-Star luminescence, 30 min; inhibition, % at 10 µM; 330,000 tested, 0.2% active;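 active = inhibition of at least 40% at 10 µM in the primary screen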;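 note: plate controls were DMSO with enzyme for no effect and no enzyme wells for full effect; values of inactives mirror those of a sister screen read the other way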
mIAP activ: increases mouse intestinal alkaline phosphatase activity. AID 2805. muIAP, CDP-Star luminescence, 30 min; hits give high values; 1 = vehicle-only enzyme signal, 0 = enzyme-free wells. 330,000 tested, 0.24% active. activation factor at 10 µM;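 active = activation factor of at least 2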; note: the source names both 10 and 20 µM as test concentration; values of inactives mirror those of a sister screen read the other way
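Assay system: mouse IAP enzyme; Reagent: CDP-Star chemiluminescent phosphatase substrate; Compound: DMSO-dissolved test compounds; Incubation: 30 min, room temperature; Technique: luminescence from enzymatic CDP-Star hydrolysis; Controls: DMSO-only wells and no-enzyme negative control.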
A3G deaminase: APOBEC3G (human) deaminase inhibition | Q9HC16 | recombinant A3G, ssDNA deamination FAM/TAMRA fluorescence | inhibition, % at 20 µM | 330,000 tested, 0.28% active;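 active = inhibition of at least 40% at 20 µM, with no more than 30% in the related APOBEC3A deaminase screen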;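 note: plate controls were DMSO wells with A3G for no effect and wells lacking A3G enzyme for full effect; some compounds called inactive have numbers as strong as hits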
hIAP block: blocks human intestinal alkaline phosphatase; inhibition, % at 10 µM; purified IAP, CDP-Star luminescence, 30 min; P09923; 330,000 tested, 0.12% active;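 active = inhibition reaching a set limit with compound at 10 µM in the primary screen, cut at about 35% in these data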;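 note: plate controls were DMSO wells with enzyme for no effect and no-enzyme buffer wells for full effect; values of inactives mirror those of a sister screen read the other way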
Target sequence (P09923 whole entry, looked up): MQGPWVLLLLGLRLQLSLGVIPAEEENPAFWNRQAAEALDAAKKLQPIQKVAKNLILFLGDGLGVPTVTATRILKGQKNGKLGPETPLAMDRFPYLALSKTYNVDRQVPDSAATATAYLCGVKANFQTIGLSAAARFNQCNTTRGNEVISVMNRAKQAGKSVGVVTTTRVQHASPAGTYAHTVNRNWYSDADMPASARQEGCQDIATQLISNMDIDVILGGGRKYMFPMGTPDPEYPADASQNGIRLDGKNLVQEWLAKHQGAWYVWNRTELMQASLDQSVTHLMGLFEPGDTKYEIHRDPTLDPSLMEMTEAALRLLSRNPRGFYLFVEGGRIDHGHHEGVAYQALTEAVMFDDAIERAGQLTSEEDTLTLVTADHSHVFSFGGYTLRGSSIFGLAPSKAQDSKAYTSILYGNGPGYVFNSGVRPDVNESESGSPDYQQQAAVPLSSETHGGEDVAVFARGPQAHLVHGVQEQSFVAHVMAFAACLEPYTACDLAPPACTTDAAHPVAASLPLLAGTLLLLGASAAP
hIAP activ: increases human intestinal alkaline phosphatase activity; P09923; purified human IAP, CDP-Star luminescence, 30 min; hits give high values; 1 = vehicle-only enzyme, 0 = enzyme-free background; activation factor at 10 µM; 330,000 tested, 0.16% active;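 active = activation factor of the enzyme at least 2-fold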; note: the source names both 10 and 20 µM as test concentration; values of inactives mirror those of a sister screen read the other way
NR3A LBD binder: modulators (binders) of human NR3A ligand-binding domain. AID 1259313. 340,000 tested, 2.5% active. Tm shift relative to glycine control, % at 25 µM. NR3A LBD differential scanning fluorimetry, Tm shift; 0% = protein alone, 100% = glycine-bound protein;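 active = melting temperature shift of at least 10% of the positive control shift, at one fixed dose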
MIN6 prolif: induces beta-cell replication in MIN6 cells. MIN6 cells proliferation, ATPlite luminescence, 48 h; cells starved in 0.2% serum; 100% = growth in 10% serum. proliferation, % at 10 µM. 330,000 tested, 0.29% active;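 active = compounds whose signal lies at least 3.5 SD above the mean of all wells on their plate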;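 note: 0% = DMSO-treated cells in low-serum medium and 100% = 10% serum control; some compounds called inactive have numbers as strong as hits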
Active calls of the source: *; & = joins results of further samples; ! = not confirmed by another sample.

no.	molecule	A3A deaminase	MPTP block	mIAP block	mIAP activ	A3G deaminase	hIAP block	hIAP activ	NR3A LBD binder	MIN6 prolif
1	NC(=O)CC[C@@H]1NC(=O)[C@H](CO)NC(=O)c2cc([N+](=O)[O-])cc(I)c2OCC[C@@H](C(N)=O)NC1=O	4.4	-0.4	-2.1	1.02	-4.4	2.5	0.975	-0.6	-2.9
2	CCN(CC)CC#CCOC(=O)C(O)(c1ccccc1)C1CCCCC1 (centres undefined)	-1.6	1.2	6.8	0.932	-3.8	1.6	0.984	-1.9	-0.7
3	CCc1nnc(NS(=O)(=O)c2ccc(NC(=O)c3cccc(Br)c3)cc2)s1	7.8	-1.8	2.8	0.972	1.6	5.5	0.945	-8.5	0.9
4	COc1ccc(OC)c(CN2CCSCC2)c1	-5.4	-0.2	-5.6	1.06	-11.1	14.5	0.855	1.9	1.6
5	C=CCN1C(=O)C(CC(=O)Nc2ccc(C)cc2)SC1=Nc1c(C)n(C)n(-c2ccccc2)c1=O (centres undefined)	-3.8	-1.0	-8.5	1.08	-7.2	-8.8	1.09	-3.5	-3.2
6	COc1ccc(-c2csc(N3CCN(c4cc(C)nc5ccccc45)CC3)n2)cc1OC	0.5	1.9	1.0	0.99	-10.8	1.3	0.987	-2.2	-6.1
7	COC(=O)c1sccc1NC(=O)c1cnc2cc(C)nn2c1C	-6.6	-1.6	-8.6	1.09	-3.9	-11.6	1.12	-1.6	1.5
8	CCOc1cccc(C=Nc2cc(C)cc(C)c2O)c1O	5.5	0.4	6.4	0.936	-0.8	-13.2	1.13	0.0	2.5
9	CC(=O)NCCc1c[nH]c2ccc(O)cc12	-1.9	-0.7	-11.3	1.11	-4.4	-16.8	1.17	0.6	-1.5
10	CCOCCCn1c(=NC(=O)c2cccnc2)c(C(=O)OCC)cc2c(=O)n3ccccc3nc21	10.5	0.3&-3.0	-14.5	1.15	65.3*	7.2	0.928	14.0*!	-1.6
11	Cc1onc(-c2ccccc2Cl)c1C(=O)Nc1nnc(-c2ccc(Br)cc2)s1	-6.5	2.5	-10.3	1.1	-11.7	-8.2	1.08	-2.6	-6.5
12	COc1ccc2cc(/C(C)=N/NC(=O)C3CC3)ccc2c1	-2.1	0.0	9.3	0.907	-5.1	-8.2	1.08	0.0	-2.3
13	CN(C)S(=O)(=O)c1ccc(C(=O)Nc2cccc(C(=O)O)c2)cc1	-4.1	-0.5	6.4	0.936	-8.0	0.8	0.992	-0.3	-1.1
14	O=C(CSc1nc2c(c(=O)[nH]1)CCC2)Nc1ccccc1Cl	-1.4	0.9	2.6	0.974	-3.8	20.8	0.792	-0.9	-1.1
15	CC(C)Cc1csc(NC(=O)c2ccc(Br)cc2)c1C(=O)O	-0.2	5.6	7.9	0.921	-1.4	-12.5	1.12	0.8	-5.1
16	COc1cc(Br)cc(-c2nc3c(c(=O)[nH]c(=O)n3Cc3ccccc3)n2C)c1O	-1.9	5.7	5.2	0.948	-4.1	5.2	0.948	-3.5	-0.5
17	O=C(Cn1ncc(Cl)c(Cl)c1=O)NC1CCS(=O)(=O)C1 (centres undefined)	0.3	-0.3	-2.0	1.02	1.4	-14.9	1.15	-0.8	-3.1
18	COC(=O)c1ccccc1NC(=O)Cn1c(=O)n(CCC(=O)NC2CCN(Cc3ccccc3)CC2)c(=O)c2ccccc21	18.1	0.4	4.4	0.956	-6.8	18.2	0.818	0.8	2.1
19	CC(C)(C)C(=O)Nc1ccc(C(=O)Nc2cccc(Oc3ccc(C(=O)O)c(C(=O)O)c3)c2)cc1	12.3	0.1	14.0	0.86	-4.2	-0.6	1.01	-1.3	-3.0
20	O=C(COc1cccnc1[N+](=O)[O-])Nc1ccc(F)cc1	-3.1	-0.1	10.5	0.895	-4.0	-5.6	1.06	-1.0	3.4
21	COc1ccc(OC(C)c2ccc(C#N)c(=O)[nH]2)cc1 (centres undefined)	-1.3	-1.3	9.0	0.91	-0.7	-7.5	1.07	-2.7	0.8
22	COc1ccc(OC)c(NC(=O)COC(=O)Cc2ccc(Br)cc2)c1	6.4	-0.6	-7.7	1.08	-3.4	-8.9	1.09	-0.6	-1.6
23	COC(=O)c1cccc(NC(=O)CSc2nc(O)c(-c3ccccc3)c(=O)[nH]2)c1	5.5	-1.5	1.0	0.99	-11.8	-6.8	1.07	-8.5	-2.7
24	COc1cc(OC)cc(C(=O)OCC(=O)NC(c2ccccc2)c2ccccc2)c1	0.3	-1.8	-6.7	1.07	-7.0	0.1	0.999	3.1	-1.2
25	Cc1cc(C)nc(SCc2csc(-c3ccccc3)n2)n1	1.3	-1.8	3.9	0.961	3.3	-14.1	1.14	4.0	-2.9

Continued, overlapping the part above by 6 compounds.
no.	molecule	A3A deaminase	MPTP block	mIAP block	mIAP activ	A3G deaminase	hIAP block	hIAP activ	NR3A LBD binder	MIN6 prolif
20	O=C(COc1cccnc1[N+](=O)[O-])Nc1ccc(F)cc1	-3.1	-0.1	10.5	0.895	-4.0	-5.6	1.06	-1.0	3.4
21	COc1ccc(OC(C)c2ccc(C#N)c(=O)[nH]2)cc1 (centres undefined)	-1.3	-1.3	9.0	0.91	-0.7	-7.5	1.07	-2.7	0.8
22	COc1ccc(OC)c(NC(=O)COC(=O)Cc2ccc(Br)cc2)c1	6.4	-0.6	-7.7	1.08	-3.4	-8.9	1.09	-0.6	-1.6
23	COC(=O)c1cccc(NC(=O)CSc2nc(O)c(-c3ccccc3)c(=O)[nH]2)c1	5.5	-1.5	1.0	0.99	-11.8	-6.8	1.07	-8.5	-2.7
24	COc1cc(OC)cc(C(=O)OCC(=O)NC(c2ccccc2)c2ccccc2)c1	0.3	-1.8	-6.7	1.07	-7.0	0.1	0.999	3.1	-1.2
25	Cc1cc(C)nc(SCc2csc(-c3ccccc3)n2)n1	1.3	-1.8	3.9	0.961	3.3	-14.1	1.14	4.0	-2.9
26	N#Cc1c(NC(=O)CSc2nc3ccccc3c(=O)n2Cc2ccco2)sc2c1CCCC2	-3.8	2.3	13.5	0.865	-5.3	23.8	0.762	0.5	-2.3
27	Cc1ccc(SC[C@H](Cc2ccccc2)N2CCN(C)CCC2=O)cc1	-3.4	1.7	-1.4	1.01	-8.2	4.1	0.959	-11.5	-0.3
28	CC(=O)Nc1ccc(NC(=S)NC(=O)/C=C/c2ccccc2)cc1	-4.1	0.5	5.8	0.942	-6.5	-8.6	1.09	-1.1	0.7
29	O=C(Nc1ccccc1C(=O)NCCc1ccc(O)cc1)c1ccco1	1.8	-1.2	-3.1	1.03	-1.7	-15.3	1.15	-2.5	-2.0
30	O=C(NC1CC1)c1ccc2c(Cl)c3c(nc2c1)CCCC3	-3.7	3.8	5.9	0.941	-7.0	-15.2	1.15	-2.6	0.5
31	O=C(Nc1sc2c(c1C(=O)O)CCCC2)C(=O)N1CCOCC1	1.2	-0.5	0.9	0.991	2.3	-10.2	1.1	1.5	-3.5
32	O=C(CSc1ncccn1)NCc1ccc2c(c1)OCO2	0.8	-1.0	-1.9	1.02	0.2	-9.3	1.09	-0.1	-0.1
33	S=C(NCc1ccccc1)Nc1cccc(Cl)c1	-1.2	97.0*	-127.1	2.27*	-4.3	-8.5	1.08	-7.7	-4.4
34	COc1cccc(-n2c(N)c(-c3nc4ccccc4[nH]3)sc2=S)c1	-1.6	-3.5	19.4	0.806	3.9	-6.9	1.07	-3.7	-1.3
35	COc1cccc2c(=O)n(CC(=O)Nc3ccc(F)cc3)ccc12	-2.0	-0.8	5.2	0.948	-6.0	-0.3	1	0.1	-1.2
36	CC1(c2ccccc2)NC(=O)N(CC(=O)Nc2ccc3c(c2)CCC3)C1=O (centres undefined)	-1.7	-1.0	-14.8	1.15	-6.0	-1.9	1.02	-1.1	-4.5
37	O=C(NCc1ccncc1)C1CCN(S(=O)(=O)c2cccc(C(F)(F)F)c2)CC1	-0.4	-2.5	-8.9	1.09	14.2	0.2	0.998	0.2	-0.1
38	S=c1[nH]nc(Cn2cnc3ccccc32)n1-c1ccccc1	0.2	-2.9	1.2	0.988	26.5	-0.9	1.01	-0.9	-1.1
39	O=C(CSc1ncn[nH]1)NCCc1ccc(Cl)cc1Cl	-0.7	-0.5	1.1	0.989	-6.5	-19.6	1.2	-2.1	-5.5
40	O=[N+]([O-])c1cc(-n2cnnn2)ccc1N1CCC(Cc2ccccc2)CC1	0.8	75.3*	10.3	0.897	-3.8	7.7	0.923	-0.8	-5.9
41	COc1ccc(OC)c(CCNC(=O)CN2C(=O)CCSc3ccccc32)c1	-4.0	0.8	0.4	0.996	-5.0	8.3	0.917	-4.2	-1.9
42	O=[N+]([O-])c1cccc(S(=O)(=O)c2ccc(NCCO)c([N+](=O)[O-])c2)c1	-3.3	0.0	5.7	0.943	-3.5	18.0	0.82	-38.4	-2.1
43	Clc1cccc(NCc2ccccc2)n1	1.3	0.6	4.0	0.96	-2.4	4.9	0.951	0.3	-1.3
44	O=C1CCC(C(=O)N2CCc3ccccc3C2)CN1CCCN1CCOCC1 (centres undefined)	1.0	2.1	2.3	0.977	2.9	0.0	1	9.6	3.9
45	Cc1ccc(CNc2ccc3nnc(-c4ccccc4)n3n2)cc1	-1.2	-0.2	-5.5	1.05	-7.7	25.9	0.741	0.2	5.2
46	CCOC(=O)C1CCCN(C(=O)c2cc3cc4ccc(OC)cc4nc3o2)C1 (centres undefined)	-4.8	-1.5	-17.8	1.18	-4.3	-48.7	1.49	-0.2	2.4
47	Cc1c(NC(=O)c2cc(C(C)C)on2)c(=O)n(-c2ccccc2)n1C	-4.3	-2.8	2.3	0.977	-8.7	7.1	0.929	-0.5	0.3
48	Nc1cc(N)nc(SCC(=O)NCC(=O)Nc2ccc(F)c(F)c2F)n1	-1.6	-1.4	-4.3	1.04	-5.0	-9.5	1.09	0.4	0.8
49	O=C(O)C1CC=CCC1C(=O)Nc1cccnc1 (centres undefined)	1.1	-0.4	1.0	0.99	-5.2	-7.0	1.07	-0.2	-1.6
50	COc1ccc(CCCc2nnc(SCC(=O)Nc3ccccc3F)o2)cc1	4.1	-1.3	3.8	0.962	-3.2	-10.8	1.11	-0.6	-0.4

no.	molecule	A3A deaminase	MPTP block	mIAP block	mIAP activ	A3G deaminase	hIAP block	hIAP activ	NR3A LBD binder	MIN6 prolif
51	Cc1nc(SCC(=O)Nc2ccccn2)n[nH]1	-0.4	-0.4	-1.1	1.01	-8.3	4.6	0.954	-0.4	0.8
52	Cc1nnc(SCC(=O)Nc2nsc(-c3ccc(C(C)(C)C)cc3)n2)s1	-1.9	0.4	28.0	0.72	-3.5	5.0	0.95	0.5	-5.1
53	COc1ccc(C)cc1NC(=O)CCNC(=O)c1ccco1	-2.5	0.2	7.1	0.929	-8.1	2.6	0.974	-0.8	-1.8
54	CC(=O)NC(CCS(C)(=O)=O)C(=O)Nc1ccccc1 (centres undefined)	-1.4	-0.9	-10.7	1.11	-7.7	3.8	0.962	-1.2	2.5
55	COc1cc2nc(/C=C/c3cc(OC)c(OC)c(OC)c3)sc2cc1SC	1.7	1.0	8.2	0.918	2.5	-5.0	1.05	0.6	-2.8
56	O=C(COC(=O)CCc1nc2ccccc2s1)Nc1ncc(Cl)cc1Cl	3.5	2.1	3.4	0.966	-2.1	-6.9	1.07	-0.7	-0.7
57	COc1cccc(OCCn2cc(C(C)=O)c3ccccc32)c1	47.7*	61.1*	-7.8	1.08	7.2	-11.4	1.11	1.3	-1.7
